Granule exo inh = LAMP-1 surface exposure blockers, TALL-104 cells – cell-based, flow cytometry, MLPCN library, primary screen; TALL-104 LAMP-1 surface exposure; cells stimulated with thapsigargin and PMA; inhibition, % at 10 µM; actives 0.66% (n = 360,000); AID 651702, 2012;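 active means inhibition above about 55%, limit read from the data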
SRC1 inh = SRC1 coactivator transcriptional activity inhibitors, primary screen, cell-based, luminescence. AID 588354, 2011. inhibition, % at 3.6 µM. Nuclear receptor coactivator 1 (Homo sapiens), Q15788. actives 0.12% (n = 360,000). HEK293 GAL4-SRC1 luciferase reporter;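 active means inhibition above the campaign mean plus 3 SD, with each screening campaign given its own cutoff, cut at about 60% in these data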;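 further: 0% = DMSO treated cells and 100% = gossypol at 36 µM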
Target sequence (Q15788 whole entry, looked up, the tested form may be a part): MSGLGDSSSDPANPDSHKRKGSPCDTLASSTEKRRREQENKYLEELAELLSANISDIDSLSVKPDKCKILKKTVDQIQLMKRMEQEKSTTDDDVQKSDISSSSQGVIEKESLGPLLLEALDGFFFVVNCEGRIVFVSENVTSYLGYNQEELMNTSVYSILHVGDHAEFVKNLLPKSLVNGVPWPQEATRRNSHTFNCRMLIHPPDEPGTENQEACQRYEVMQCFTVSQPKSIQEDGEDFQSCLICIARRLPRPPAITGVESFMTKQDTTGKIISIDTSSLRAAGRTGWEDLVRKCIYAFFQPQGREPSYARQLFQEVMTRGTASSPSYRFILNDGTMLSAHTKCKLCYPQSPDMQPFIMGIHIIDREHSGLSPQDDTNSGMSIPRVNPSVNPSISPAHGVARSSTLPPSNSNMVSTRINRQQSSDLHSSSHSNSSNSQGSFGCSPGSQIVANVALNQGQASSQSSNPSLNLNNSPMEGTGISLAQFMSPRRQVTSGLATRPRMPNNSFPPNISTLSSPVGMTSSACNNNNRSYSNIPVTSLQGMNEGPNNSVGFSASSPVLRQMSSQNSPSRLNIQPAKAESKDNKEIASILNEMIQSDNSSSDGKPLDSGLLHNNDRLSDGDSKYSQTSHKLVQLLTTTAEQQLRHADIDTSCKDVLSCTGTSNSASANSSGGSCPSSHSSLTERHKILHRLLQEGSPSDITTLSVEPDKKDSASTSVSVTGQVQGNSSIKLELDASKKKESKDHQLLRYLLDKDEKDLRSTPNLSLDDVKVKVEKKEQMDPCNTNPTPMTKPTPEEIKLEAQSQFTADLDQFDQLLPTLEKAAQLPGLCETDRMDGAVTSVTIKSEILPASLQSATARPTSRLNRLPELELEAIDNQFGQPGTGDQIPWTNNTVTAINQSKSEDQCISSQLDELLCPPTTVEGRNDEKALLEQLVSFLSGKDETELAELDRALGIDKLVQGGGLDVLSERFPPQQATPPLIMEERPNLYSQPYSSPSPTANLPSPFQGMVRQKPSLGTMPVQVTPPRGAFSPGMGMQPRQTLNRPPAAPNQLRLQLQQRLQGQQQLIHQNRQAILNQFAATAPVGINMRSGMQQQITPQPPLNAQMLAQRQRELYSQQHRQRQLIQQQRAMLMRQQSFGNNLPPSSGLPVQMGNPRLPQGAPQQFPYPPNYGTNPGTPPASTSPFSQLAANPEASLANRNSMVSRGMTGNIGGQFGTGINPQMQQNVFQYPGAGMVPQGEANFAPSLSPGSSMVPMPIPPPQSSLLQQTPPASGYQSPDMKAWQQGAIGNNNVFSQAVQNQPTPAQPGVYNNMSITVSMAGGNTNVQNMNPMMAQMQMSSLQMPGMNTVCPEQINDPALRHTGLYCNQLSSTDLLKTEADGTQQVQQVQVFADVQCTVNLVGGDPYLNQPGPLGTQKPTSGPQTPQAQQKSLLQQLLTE
NOD2 RIPK2 PPI = NOD2-RIPK2 binding disruptors in cells, primary screen, fluorescence, CHO cells, BLA complementation; CCF4 ratio; inhibition, % at 4.98 µM; actives 0.38% (n = 360,000); AID 624267, 2012; in the data active means inhibition above about 21%;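 further: 0% = vehicle only and 100% = reference blocker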
TROY signal inh = inhibitors of TROY-driven NF-kB signaling, primary screen, Q293 LMP1-TROYcd cells, NF-kB luciferase, uHTS; Q293 LMP1-TROYcd NF-kB luciferase reporter, 4 h; AID 1347056, 2019; actives 0.98% (n = 360,000); inhibition, % at 10 µM;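 active means compounds whose plate-normalised and pattern-corrected inhibition of the luciferase reporter signal at the single screening dose is 50% or more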
TWEAK-Fn14 inh = inhibitors of TWEAK-Fn14 signaling, primary screen, luciferase reporter cells, uHTS; actives 2% (n = 360,000); TWEAK-stimulated Fn14 reporter cells, luciferase luminescence, 8 h; inhibition, % at 10 µM; AID 1159606, 2016; in the data active means inhibition above about 50%
SRC3 inh = SRC3 coactivator transcriptional activity inhibitors, primary screen, cell-based, luminescence; actives 0.17% (n = 360,000); AID 588352, 2011; inhibition, % at 3.6 µM; Nuclear receptor coactivator 3 (Homo sapiens), Q9Y6Q9; HEK293 GAL4-SRC3 luciferase reporter;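 active means inhibition above a per-campaign cutoff, the mean of all compounds plus 3 SD, cut at about 60% in these data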;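 further: 0% = DMSO-treated cells and 100% = gossypol-treated cells at 36 µM; higher means less SRC3-driven luciferase light from the GAL4 reporter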
NCOA2 inhibitor = inhibition of GAL4-SRC2 driven luciferase reporter, primary screen, SRC2 inhibitor project, cell-based, luminescence | Nuclear receptor coactivator 2 (Homo sapiens), Q15596 | HEK293 GAL4-SRC2 luciferase reporter | inhibition, % at 9 µM | actives 0.17% (n = 370,000) | AID 651957, 2012;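 active means inhibition above the mean inhibition of all tested compounds plus 3 SD, set per campaign, cut at about 52% in these data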;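 further: 0% = DMSO treated cells and 100% = cells given Gossypol at 36 µM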
COUP-TFII inh = NR2F2 transcriptional activity inhibitors, primary screen, cell-based, luciferase reporter, HEK293T, luminescence. COUP transcription factor 2 (Homo sapiens), P24468. HEK293T NGFI-A luciferase reporter. inhibition, % at 8.6 µM. actives 0.7% (n = 370,000);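 active means inhibition above a per-plate cutoff, mean inhibition of test wells between control levels plus 3 SD, cut at about 38% in these data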;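 further: cells cotransfected with COUP-TFII expression vector driving the NGFI-A reporter; 0% = median of COUP-TF2 test wells and 100% = reporter-only cells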
TLR9-MyD88 block = inhibitors of TLR9-MyD88 association in cells, primary screen, cell-based, CHO, BLA complementation, fluorescence; Toll-like receptor 9 (Homo sapiens) + Myeloid differentiation primary response protein …; CCF4 FRET ratio; inhibition, % at 4.98 µM; actives 0.21% (n = 340,000); AID 504734, 2011;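 active means inhibition above the mean over all tested compounds plus 3 SD, cut at about 21% in these data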;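 further: 0% = DMSO only wells and 100% = clavulanate BLA inhibitor control wells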
NR5A2 inv ag = LRH-1 (NR5A2) inverse agonists, primary screen, cell-based, luminescence, HEK293T, StAR-luciferase reporter | LRH-1 transfected, 24 h | Nuclear receptor subfamily 5 group A member 2 (Homo sapiens), O00482 | actives 0.13% (n = 360,000) | inhibition, % at 3.6 µM | AID 602396, 2012;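 active means inhibition above the mean inhibition of all tested compounds plus 3 SD, cut at about 73% in these data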;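 further: 0% = DMSO wells and 100% = reporter-only cells lacking LRH-1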
ABHD5-PLIN5 inh = ABHD5-PLIN5 interaction inhibitors, primary screen, cell lysate, split luciferase complementation, luminescence; Perilipin-5 (Homo sapiens) + 1-acylglycerol-3-phosphate O-acyltransferase ABHD5 (Homo …; Split G. princeps luciferase complementation, 4 h; inhibition, % at 4 µM; actives 0.78% (n = 360,000); AID 602281, 2012;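 active means inhibition above the mean inhibition across every tested compound plus 3 SD, cut at about 22% in these data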;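 further: 0% = DMSO only wells and the 100% control is not disclosed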
The depositor's hits bear a star; / = not tested or not shown.

SMILES	Granule exo inh	SRC1 inh	NOD2 RIPK2 PPI	TROY signal inh	TWEAK-Fn14 inh	SRC3 inh	NCOA2 inhibitor	COUP-TFII inh	TLR9-MyD88 block	NR5A2 inv ag	ABHD5-PLIN5 inh
Cc1ccc(N2C(=O)CC(C3CCCO3)C2=O)cc1 (stereo not given)	-3	14	-11	-13	3	2	-9	-8	-6	8	2
COc1cc(C(=O)N/C(=C\c2cn(C)c3ccccc23)C(=O)N2CCOCC2)cc(OC)c1OC	-2	-7	0	2	-12	7	-35	-3	-4	-9	9
COCCCNC(=O)CSC1=Nc2ccccc2C2=NC(Cc3c[nH]c4ccccc34)C(=O)N12 (stereo not given)	-1	-15	11	-10	3	7	5	-3	5	8	-8
COc1ccccc1N1CCN(C(=O)c2ccc3[nH]c4c(c3c2)CC(C)CC4)CC1 (stereo not given)	9	-9	3	5	24	2	25	-9	1	-7	12
CN1/C(=C\C(=O)CSc2nnc(N)s2)C(C)(C)c2ccccc21	-1	3	-8	7	0	9	10	-7	-2	-2	-5
CCN(CC)CCNC(=O)c1ccc(NC(=O)C2CCN(S(=O)(=O)c3ccc4c(c3)OCCO4)CC2)cc1	7	-3	5	-7	5	-32	17	2	3	-13	1
CCN(CC)CCNC(=O)c1ccc(NC(=O)c2ccccc2-c2ccc(C(F)(F)F)cc2)cc1	51	-20	3	-20	16	-9	18	7	-3	11	9
CCn1ncc(C2=NOC(C(=O)Nc3cnn(C45CC6CC(CC(C6)C4)C5)c3)C2)c1C (stereo not given)	0	15	11	12	1	-14	/	/	-3	14	-4
CC(=O)Nc1cnc(-c2ccccc2O)cn1	-7	-67	-4	-23	-4	-63	-34	-62	/	-58	1
CCOC(=O)c1c(CC(C)C)csc1NC(=O)c1ccccc1C(=O)O	1	-14	4	23	0	15	15	14	-3	7	-1
COc1cc(N/C=C2\CC(=O)NC(C)=C2C#N)cc(OC)c1OC	-2	-2	4	-8	-3	6	12	11	-6	-1	-6
COC(=O)C1CCN(S(=O)(=O)c2ccc(OC)cc2)CC1	2	-17	-9	6	1	13	-13	-7	-3	-5	2
COCCN(CCOC)C(=O)c1cc2c(=O)n3ccccc3nc2s1	-1	-10	-3	-17	32	6	-22	1	-11	-31	1
COc1ccc(N2CCCCn3c2nc2c3c(=O)n(C)c(=O)n2C)cc1	-1	-2	-5	9	5	3	0	6	11	20	-1
COc1ccc(CCC(=O)OCC(=O)Nc2ccc(C)c(S(=O)(=O)N(C)C)c2)cc1	0	-19	6	13	-8	19	-15	0	3	11	-3
COc1ccc(CNC(=O)CCc2nc3cc(S(=O)(=O)N(C)C)ccc3n2C)cc1OC	3	7	1	7	35	24	6	7	-12	-6	-6
COc1ccc(-c2ccc(-c3noc(C(C)C)n3)c(OC)n2)cc1	-10	-27	-16	-26	-48	-27	-25	-15	-4	-13	-5
Cc1ccccc1C(=O)c1cccn1CC(=O)O	0	7	-10	0	-56	-12	-13	-6	2	5	3
O=C(NCCO)c1cccc(Nc2nc(-c3ccccc3)c3cc(Cl)ccc3n2)c1	13	8	18	22	51*	20	-1	5	8	6	2
CCCCNS(=O)(=O)CCNCCc1ccccc1	-6	-1	5	10	-13	7	9	10	-2	10	5
CCNC(=O)CCS(=O)(=O)c1ccc2ccccc2c1	0	-9	7	4	9	0	-13	5	8	3	-1
CCC(C)Oc1ccc(C(=O)Nc2ccc(CN3CCOCC3)cc2)cc1 (stereo not given)	-7	5	5	15	9	8	7	40*	-7	-5	7
Cc1noc(C)c1-c1ccc(C(=O)NCc2ccccc2)c2occc12	-1	-21	5	-67	1	-18	-73	-52	/	11	-5
O=C(COC(=O)c1ccc[n+]([O-])c1)Nc1ccc(Cl)cc1[N+](=O)[O-]	0	-6	-8	-1	-8	2	-8	-12	0	16	2
O=C(c1ccccc1)N1CCN(c2ccc(Cl)cc2)CC1	-3	-3	7	-8	-3	16	-1	6	-1	-4	9
COc1ccc(-c2c(C#Cc3ccsc3)c3cc(-c4ccc5c(c4)OCCO5)ccc3n2C)cc1	-4	1	0	-9	-22	10	-2	11	7	-7	-6
CCOc1cc2[nH]c(=O)n(CCC(=O)NCc3ccc(OC)cc3)c(=O)c2cc1OCC	0	3	-4	-4	-9	-4	-32	3	3	-13	-3
Cn1cnc([N+](=O)[O-])c1S(=O)(=O)Nc1ccccc1	-3	2	-4	12	24	-40	3	18	5	5	21
Cc1ccc(NC(=O)c2ncn(CC(=O)N3CCN(c4ccccn4)CC3)n2)cc1C	4	-18	3	-15	7	-9	-2	-9	-4	-4	-1
C/C(CC1CC2=C(CC1(C)C)C(C)(C)CCC2)=N\NC(N)=S (stereo not given)	0	7	3	8	23	16	8	-4	-2	16	8
CCCCC(=O)Nc1cccc(NC(=S)NC(=O)C(C)C)c1	-5	15	-9	5	-23	24	10	-2	-12	19	-2
CCCc1c(C(=O)N/N=C/C2CC=CCC2)nnn1-c1nonc1N (stereo not given)	0	10	-4	-9	-8	3	-15	-3	1	1	3
CSc1nc(NC(C)=O)nc(C)c1Cl	1	-8	-8	4	26	1	8	5	-6	-5	0
C/C=C/C(=O)Nc1cccc(C2=NOC3(C2)C[C@H](C(N)=O)N(C(=O)/C=C/C)C3)c1 (stereo not given in full)	-5	6	2	7	7	0	-10	1	8	-14	3
CC(C)NC(=O)COc1ccc(S(=O)(=O)N(C)Cc2ccccc2)cc1	0	-29	2	2	8	-8	4	-8	-1	-3	-3
NS(=O)(=O)c1ccc(CNC(=O)CCS(=O)(=O)Cc2ccccc2)cc1	-6	-9	-6	-11	-3	10	-12	-17	-1	-6	-7
CC(C)CC(=O)Nc1nnc(SCC(=O)NCc2ccc3c(c2)OCO3)s1	0	8	-6	-1	-10	-8	-10	6	5	-14	3
CCn1cc(/C=N/N=C2\CCC3C4CCc5cc(O)ccc5C4CC[C@]23C)c(C)n1 (stereo not given in full)	-7	7	-2	-3	1	-7	-19	-1	0	-31	1
c1ccc(OCc2nn3c(-c4ccncc4)nnc3s2)cc1	1	13	5	0	-3	1	11	1	-2	-6	5
CCOC(=O)N1CCN(CC(=O)Nc2ccc([N+](=O)[O-])cc2C(=O)Nc2ccccc2F)CC1	3	-6	-8	14	21	24	-1	-10	-1	15	-5
COc1ccc(S(=O)(=O)N2CCOCC2)cc1NC(=O)COc1ccccc1OC	2	13	-3	-7	-6	-4	-2	12	-5	-1	-1
Cc1ccc(CN2CCCOCCS2(=O)=O)cc1	3	-15	1	-9	-10	3	6	-6	0	9	6
CC1(C)CC(=O)C2=C(C1)NC(=O)CC2c1ccc(F)cc1 (stereo not given)	0	-3	-5	-14	10	18	-42	6	-2	-3	1
CCC(=O)NC(c1ccc(N(C)C)cc1)c1c(O)ccc2ccccc12 (stereo not given)	-2	4	-10	3	13	-5	-13	4	3	-3	-1
COc1cc(C2C(C#N)=C(N)OC3=C2C(=O)CC(C)(C)C3)ccc1OC(=O)N1CCOCC1 (stereo not given)	-1	-14	6	-19	-10	14	4	-8	1	17	-1
FC(F)(F)Oc1ccc(Nc2nc(N3CCOCC3)nc(N3CCOCC3)n2)cc1	15	10	5	7	-40	13	1	-5	2	-4	7
O=C(CNC(=O)c1cccs1)NCC(=O)OCc1c(F)cccc1Cl	-4	6	4	12	1	1	-9	19	/	3	1
S=C1NC[C@H](CC2CCCCC2)N1CCc1cccc2ccccc12	-3	-10	-2	-1	10	7	-11	-1	2	3	-10
COc1ccc(NC(=O)[C@H](C)NS(=O)(=O)c2ccc(NC(C)=O)cc2)cc1Cl	-3	-3	-10	-1	-3	-13	33	2	8	-24	4
CCC1C(=O)NCCN1C(=O)c1ccc2nc(Cc3cccc(Cl)c3)oc2c1 (stereo not given)	-4	-21	-13	8	-14	-13	14	13	1	-18	6
c1ccc2c(c1)nc1n2C2(N3CCOCC3)CCCC2C1N1CCOCC1 (stereo not given)	0	9	-21	2	15	18	-12	1	5	-3	5
CCOc1cc(C(=O)OCc2cccc(OC)c2OC)ccc1OCC(=O)N1CCOCC1	-6	-10	-16	0	-33	-1	-12	10	5	-5	0
COc1ccc(NC(=O)c2cc(-c3ccccn3)nc3c(C)cc(C)cc23)c(C)c1	4	-7	-10	8	-18	-41	-2	1	-10	-2	-4
Cc1ccc(NC(=S)N(Cc2cccs2)Cc2cc3cc(C)ccc3[nH]c2=O)cc1	5	8	-7	12	-21	7	-3	3	7	12	-7
CCn1c(C)cc(/C=C2/NC(=O)N(c3ccccc3)C2=O)c1C	10	-57	-4	74*	74*	-32	-31	-5	0	-17	7
CN(C)S(=O)(=O)c1ccc(S(=O)(=O)N2CCCC(C(=O)NC3CC3)C2)cc1 (stereo not given)	2	0	-1	-12	22	-9	13	7	1	-14	-9
CC(=O)Nc1ccc(/C(C)=N/Nc2nc(Nc3cccc4ccccc34)nc(N3CCOCC3)n2)cc1	-2	-7	-8	14	24	7	-41	-11	-8	-33	-2
O=c1cc(-c2ccccc2Cl)oc2c(NS(=O)(=O)c3cccc4nsnc34)ccc(O)c12	14	1	-5	2	-10	-11	-14	1	0	9	-8
CC(=O)c1ccc(NC2OC(CO)C(O)C(O)C2O)cc1 (stereo not given)	1	-3	-9	-6	-18	12	1	-19	-10	-13	-3
CC[n+]1c(/C=C(\C)Nc2ccccc2)sc2ccccc21	0	-1	5	-58	27	-8	4	5	-17	-11	-2
CC(=O)N1CCN(S(=O)(=O)c2cccc(C(=O)Nc3ccc(OC(F)F)cc3)c2)CC1	-3	-2	-8	14	9	6	2	12	3	1	-1
CC(C)NC(=O)c1cc(-n2cnnc2)ccc1Cl	0	-5	7	-4	-6	-3	0	-14	-11	1	-7
COC(=O)c1ccc(NC(=O)CCCN2C(=O)NC(C)(C)C2=O)cc1	0	5	-14	-19	10	-21	-15	1	2	20	-17

This is a subset; count on the stated rates, not on these rows.
